Assay outcomes as filed in PubChem.
mcGAS MS inh: inhibitors of Mus musculus cyclic GMP-AMP synthase, initial high-throughput assay, cell-free, RapidFire MS; recombinant mouse cGAS, cGAMP by RapidFire MS; inhibition, % at 12.5 µM; 130,000 tested, 0.18% active;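 active means inhibition of cGAS enzyme activity at or above 60%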;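 further: enzyme stimulated by 45 bp dsDNA with ATP and GTP substrates; cGAMP share of summed cGAMP plus half ATP and half GTP signals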
Target sequence (Q8C6L5 whole entry, looked up): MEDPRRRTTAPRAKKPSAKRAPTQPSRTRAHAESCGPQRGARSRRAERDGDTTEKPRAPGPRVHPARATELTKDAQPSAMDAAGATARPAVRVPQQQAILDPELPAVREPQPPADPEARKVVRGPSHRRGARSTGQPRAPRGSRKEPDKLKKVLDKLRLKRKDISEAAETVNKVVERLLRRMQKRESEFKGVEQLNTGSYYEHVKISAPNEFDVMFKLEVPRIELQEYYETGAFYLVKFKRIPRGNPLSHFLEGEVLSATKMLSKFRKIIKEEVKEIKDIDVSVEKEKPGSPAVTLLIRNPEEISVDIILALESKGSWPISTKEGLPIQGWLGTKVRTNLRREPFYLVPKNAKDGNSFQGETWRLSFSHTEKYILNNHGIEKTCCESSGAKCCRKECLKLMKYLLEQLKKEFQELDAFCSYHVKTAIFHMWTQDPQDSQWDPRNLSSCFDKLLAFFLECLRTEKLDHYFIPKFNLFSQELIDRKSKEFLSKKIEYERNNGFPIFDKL
An asterisk follows results filed as active; & = joins results of further samples.

The opening six compounds, ahead of the listing:
SMILES	mcGAS MS inh
O=C(c1nc2sccn2c1CNCCCOc1cccnc1)N1CCCCCCC1	-12
Cc1cc(C(=O)N2CCn3cncc3C2)ccc1-n1cccc1	3
CCc1c(C)sc(NC(=O)CCc2c(C)noc2C)c1C#N	11
COc1ccc(OC)c(CCn2c(=S)[nH]c3c(oc4ccccc43)c2=O)c1	-8
CC(C)c1cc(C2CCN(C(=O)COc3ccc4c(c3)OCO4)CC2)[nH]n1	-18
C=CC[C@@H]1CC=C[C@@H](C)N1C(=O)c1nc2ccccc2c(=O)[nH]1	-7

This part in full, previewed entries included:
SMILES	mcGAS MS inh
O=C(c1nc2sccn2c1CNCCCOc1cccnc1)N1CCCCCCC1	-12
Cc1cc(C(=O)N2CCn3cncc3C2)ccc1-n1cccc1	3
CCc1c(C)sc(NC(=O)CCc2c(C)noc2C)c1C#N	11
COc1ccc(OC)c(CCn2c(=S)[nH]c3c(oc4ccccc43)c2=O)c1	-8
CC(C)c1cc(C2CCN(C(=O)COc3ccc4c(c3)OCO4)CC2)[nH]n1	-18
C=CC[C@@H]1CC=C[C@@H](C)N1C(=O)c1nc2ccccc2c(=O)[nH]1	-7
CCC(NC(=O)c1c(C)[nH]c2c1C(=O)CCC2)c1ccnn1C (centres undefined)	-13
CC(=O)Nc1ccc(-n2ccnc2P(=O)(O)c2ccccc2)cc1	1
Cc1ccsc1C(CNC(=O)c1ccc2c(c1)no[n+]2[O-])N(C)C (centres undefined)	-13
COc1ccccc1-c1cc(C(=O)N2CCOC(C(F)(F)F)C2)[nH]n1 (centres undefined)	-11
O=C(CCN1CCOCC1)NC1CCCN(CCc2ccccc2)C1 (centres undefined)	-6
O=C(CSc1nnc(-c2ccc(Cl)cc2)o1)c1ccc2c(c1)OCO2	-2
COc1cccc(C(c2c(O)cc(C)n(Cc3ccco3)c2=O)N2CCCCC2)c1 (centres undefined)	-8
CN(C)c1ccccc1NC(=O)COc1ccc(C#N)cc1	-4
CC(O)(CC(=O)N1CCC2(CC1)Nc1ccccc1S(=O)(=O)N2)C(F)(F)F (centres undefined)	1
Cn1ccnc1SCCNC(=O)c1ccc2nc(C3CC3)oc2c1	-8
CCN1CCN(C2=NS(=O)(=O)c3ccccc32)CC1	-8
CN(C)C1CCN(C(=O)C2CCCc3ccn(CC4CC4)c32)CC1 (centres undefined)	-2
COCCn1c(C)cc(O)c(C(c2cccnc2)N2CCCCC2)c1=O (centres undefined)	-13
O=C(Cn1c(CO)cnc1SCCc1ccccc1)NC1CC1	-3
CC(=O)NC1C(=O)N(CCOc2ccc(C)cc2)c2ccc(C)cc21 (centres undefined)	-18
Cc1ccc(CNC(=O)c2cn(C)c3c(=O)n(-c4ccccc4)c(=O)[nH]c23)cc1	-15
O=c1[nH]c2ccc(S(=O)(=O)N3CCN(C4CCS(=O)(=O)C4)CC3)cc2[nH]1 (centres undefined)	-3
CCn1cc(C2CCN(c3ncnc4nc(N)ccc34)CC2)cn1	-2
CC(C)(C)c1nc2ccccc2n1CCOc1ccccc1Cl	-14
Next part:
SMILES	mcGAS MS inh
C=CCNc1ccccc1C(=O)NCc1cc(=O)[nH]cn1	-31
Cc1ccccc1Cn1cc(C(=O)N2CCN(C3CCCC3)CC2)nn1	-13
Cc1ccccc1-c1ccc(-c2nccn2CCC(N)=O)cc1	-6
COCCNC(=O)C1CCCN(C2CCN(c3ncccc3C(=O)O)CC2)C1 (centres undefined)	-8
NCc1ccccc1CC(=O)NC1C(=O)N2C(C(=O)O)=C(CSc3nnnn3CC(=O)O)CSC12 (centres undefined)	-4
CCOC(=O)c1cc2c(oc1=O)c(I)cc1oc3c(c12)CCCC3	-6
Cc1ccsc1C(=O)N1CCCC(C(=O)Nc2cccc(-c3cc4ccccc4[nH]3)c2)C1 (centres undefined)	-3
CCOc1ccccc1N1CCN(S(=O)(=O)c2ccc(OC)cc2)CC1	4
Cn1cccc1C1CCCN1Cc1ccc(C(N)=O)cc1 (centres undefined)	-11
NC(=O)COc1ccc(C(=O)NS(=O)(=O)C2CCCCC2)cc1	1
COc1ccc(NC(=O)C2CSC3(C)CCC(=O)N23)cc1S(=O)(=O)N1CCCCC1 (centres undefined)	-5
CCc1ccc(C(CN=C(N)NCCOC)N(C)C)cc1 (centres undefined)	-8
CN1CCN2CCN(S(=O)(=O)c3cn(C)cn3)CC2C1=O (centres undefined)	-11
O=C(c1scc2c1CCCC2)N1CCCC(Nc2ccc(F)cc2)C1 (centres undefined)	-1
O=C(Nc1ccc2c(c1)CN(C1CCSCC1)CC2)c1ccc(C(F)(F)F)cc1	2
Cc1ccc(F)c(C(=O)NC(C)c2nnc3n2CCNCC3)c1Cl (centres undefined)	-21
CNC(=O)c1[nH]nc2c1C(CCSC)CC(=O)N2 (centres undefined)	-5
O=C(CC12CC3CC(CC(Br)(C3)C1)C2)Nc1cccc(CN2CCCC2=O)c1	5
CCOC(=O)c1c(NC(=O)COc2ccc(Cl)cc2)sc(C(=O)Nc2ccc(OC)cc2)c1C	3
CCC1(C)NC(=O)N(NC(=O)CN(C)Cc2ccccc2C(F)(F)F)C1=O (centres undefined)	6
COc1ccc(OCc2cc(C(=O)N3CCCC(OC)C3)n[nH]2)c(Cl)c1 (centres undefined)	6
CCNC(=O)C1(C)CCCN1Cc1c(F)cccc1F (centres undefined)	-6
Cc1cc(NC(=O)CSc2nnc(C)s2)no1	-22
Cc1nc(NC(=O)Cn2cnc3c(=O)n(C)c(=O)n(C)c32)ccc1Br	-3
C=CCN(Cc1ccccc1OC)C(=O)c1ccc(Cl)s1	-23
Later entries
SMILES	mcGAS MS inh
C=CCNc1ccccc1C(=O)N1C[C@H](OC(C)C)[C@@H](O)C1	-14
Cc1cccc(C(C(=O)NCCSc2n[nH]c(C)n2)N(C)C)c1 (centres undefined)	-9
CCN1CCOC(C(=O)NC2CCN(CC3CC3)C2)C1 (centres undefined)	-2
O=C(/C=C/c1ccc(F)cc1)Nc1nc2ccc(Br)cc2s1	-6
CN(C)c1noc(CCc2cnn(C)c2)n1	1
CC(Sc1n[nH]c2nc3ccccc3n12)c1ccc(F)cc1 (centres undefined)	-3
Cc1ccc(-c2ccc(=O)n(CCCNC(=O)Nc3cccc(C(F)(F)F)c3)n2)cc1	6
N#CCSc1nncc(-c2cccs2)n1	3
CCn1c(C2CCCN(C(=O)c3cc(-n4cccc4)ccc3O)C2)nn(C)c1=O (centres undefined)	-13
O=C(O)c1cccc(CC2CCN(C(=O)Nc3ccccc3Cl)C2)c1 (centres undefined)	-16
CCOc1ccc(CN2CCC3(CC2)c2ccccc2[C@@H](NC(=O)COc2ccccc2)[C@@H]3O)cc1	-12
CCc1cc(S(=O)(=O)NC(C)(C)CC(C)(C)C)ccc1OC	-6
CCCc1nc(CNC(=O)c2c(O)cccc2O)cs1	-27
Cn1cc(CCNC(=O)N2CCSCC2)cn1	-14
Cn1cc(CCNC(=O)c2ccccc2OC2CCN(C(=O)c3cccnc3)CC2)cn1	-4
Cc1ccc(S(=O)(=O)Nc2ccc3c(c2)OCCCO3)cc1C	0
C=CCNC/C=C/COc1cc(C)ccc1C	3
CC(O)CNc1ncc(Br)c2ccccc12 (centres undefined)	7
CCOc1cc2c(c3[nH]c(C(=O)N4CCSCC4)cc13)OC(C)C2 (centres undefined)	7
CCN(CC(C)C#N)C(=O)CN1CCC2(CCOC2)C1 (centres undefined)	-1
COC(=O)Cc1sc2ccccc2c1Br	2
CCOC(=O)c1nn(-c2ccc(C)cc2)c(=O)cc1N1CCN(C(=O)OCC)CC1	-16
O=C1NCC2(CCN(C(=O)c3ccccc3C3CCNC3)CC2)O1 (centres undefined)	-19
Cc1c(CN(C)c2cc(N3CCCCC3)ncn2)cnn1C	-21
Cc1c2c([nH]c(=S)c1C#N)CCC2	2
Going on with the list.
SMILES	mcGAS MS inh
COC(=O)c1cc(C(C)C)nc2c1c(-c1ccc(C)cc1)nn2C1CCS(=O)(=O)C1 (centres undefined)	-5
Cc1cc2ncn(CC(O)Cn3nnnc3-c3ccccn3)c2cc1C (centres undefined)	-8
CCCN1CCCc2cc(CCNC(=O)c3ccccc3C)ccc21	2
Cc1oc(-c2ccco2)nc1CN(C)C(C)c1ccon1 (centres undefined)	2
Nc1c(-c2ccccc2)cnc2c(-c3ccccc3)c(C(F)(F)F)nn12	6
Cc1nc(CN2C(=O)C3(CCC3)ON=C2c2ccccc2)cs1	-10
CC(N=c1ccccn1C(=O)Nc1ccc(Cl)c(Cl)c1)c1ccco1 (centres undefined)	-2
O=S(=O)(c1cccnc1)N1CCCC(N2CCN(Cc3ccc4c(c3)OCO4)CC2)C1 (centres undefined)	-8
O=C(CN1CCOc2ccccc2C1)NCCS(=O)(=O)N1CCCC1	71*
S=C(Nc1ccc(Cl)cc1)Nc1ccc2cn[nH]c2c1	-28
COc1ccsc1C(=O)Nc1ccccc1-c1n[nH]c(C(C)C)n1	0
CC(C)(C)OC(=O)N(Cc1ccc(F)cc1)C1CCC(C(=O)N2CCOC(Cc3ccccc3)C2)CC1 (centres undefined)	-7
CSc1ccc(CN2C(=O)C(C)ON=C2c2ccc3c(c2)CCO3)cc1 (centres undefined)	-2
c1nc(N2C[C@@H]3[C@H](C2)[C@H]2CC[C@@H]3O2)c2cc[nH]c2n1	-33
CCOC(=O)C=C1SCC(=O)N1CC(O)CN1C(=O)CSC1=CC(=O)OCC (centres undefined)	-16
Cc1c(C(=O)O)[nH]c2c1C(=NN1CC(=O)NC1=O)CC(C)(C)C2	2
O=C(c1cnn(-c2ccccc2)n1)N1CCN(c2cc(N3CCCCC3)ncn2)CC1	-3
Cc1cc(C)cc(C(=O)N2CCN(c3nc(C)cc(Nc4ccccc4)n3)CC2)c1	-8
CCCC(C)(NC(=O)/C=C/c1cn(C)c(=O)n(C)c1=O)C(=O)OC (centres undefined)	-8
Cc1ccc(-c2nn(CN3CCN(C(=O)c4ccoc4C)CC3)c(=S)o2)cc1	36
O=C1CN(S(=O)(=O)c2cccc(C(=O)N3CCN(Cc4ccccc4F)CC3)c2)CCN1	-6
O=C(Cc1ccsc1)N1CCc2c([nH]c3ccccc23)C1c1ccccn1 (centres undefined)	-5
Cc1ccc(N2CCn3c2nc2c3c(=O)[nH]c(=O)n2C)cc1Cl	-7
CC(=NN=C(N)N)c1ccco1	1
CCNC(=O)NC1CCC(OC(=O)C(C)n2c(=O)oc3ccccc32)CC1 (centres undefined)	2

Sorted by molar mass (high to low): four of the compounds above
SMILES	mcGAS MS inh
O=C1CN(S(=O)(=O)c2cccc(C(=O)N3CCN(Cc4ccccc4F)CC3)c2)CCN1	-6
CCNC(=O)NC1CCC(OC(=O)C(C)n2c(=O)oc3ccccc32)CC1 (centres undefined)	2
Cc1cc2ncn(CC(O)Cn3nnnc3-c3ccccn3)c2cc1C (centres undefined)	-8
COc1ccsc1C(=O)Nc1ccccc1-c1n[nH]c(C(C)C)n1	0

4 records drawn at random from those above:
SMILES	mcGAS MS inh
COc1ccsc1C(=O)Nc1ccccc1-c1n[nH]c(C(C)C)n1	0
Cc1cc2ncn(CC(O)Cn3nnnc3-c3ccccn3)c2cc1C (centres undefined)	-8
O=C(CN1CCOc2ccccc2C1)NCCS(=O)(=O)N1CCCC1	71*
CCOC(=O)C=C1SCC(=O)N1CC(O)CN1C(=O)CSC1=CC(=O)OCC (centres undefined)	-16

Further compounds follow:
SMILES	mcGAS MS inh
C=CCn1c(=O)c2c(nc3n2CC(C)CN3c2ccc(OCC)cc2)n(C)c1=O (centres undefined)	-6
Cc1ccnc(CC(C)N(C)C(=O)c2cnn(Cc3ccccc3)c2)c1 (centres undefined)	-16
CCN(CC)C(=O)CN(C)S(=O)(=O)c1ccc(OC)c(Br)c1	-4
O=C(c1cccnc1)N1CCOCC1	-5
Cc1[nH]cnc1CN(C)Cc1cccc2ncccc12	-17
Cc1cc(C=NNC(=S)NC(C)C)c(C)n1-c1ccc(I)cc1	-7
O=C(Nc1cc(C(F)(F)F)ccc1-n1cncn1)c1ccc2c(c1)OCCO2	-15
COC(=O)c1cccc(S(=O)(=O)N(C)Cc2ccn[nH]2)c1C	-3
CCCN1CC(Nc2ncc(C)c(N(C)C)n2)CC1=O (centres undefined)	-12&-8
COc1cccc(/C(C)=C/C(=O)N2CCCC(CCC(N)=O)C2)c1 (centres undefined)	-39
Cc1cccnc1CC(C)NC(=O)c1cc(C(C)C)n2ncnc2n1 (centres undefined)	-3
COC1CCN(C(=O)Nc2cc(C(F)(F)F)cc(C(F)(F)F)c2)CC1	-31
C=CCc1c(C)c(C#N)c2nc3ccccc3n2c1NC(C)C	-3
CCc1nc(C2CN(C(=O)C(C)N3CCCCCC3)CCO2)n[nH]1 (centres undefined)	-10
O=c1[nH]c2c(c3ccccc13)C(c1ccccc1)N1C=CN=CC1=N2 (centres undefined)	-8
COc1ccc(C(C)=O)cc1CN1C(=O)C(C)(C)ON=C1c1ncccc1C	-4
Cc1cn2c3c(=O)n(C)c(=O)n(C)c3nc2n1CCCN1CCN(c2ccccc2)CC1	-5
CCc1onc(C)c1C(=O)O	-11
CCn1c(SCC(=O)N2CCCC2)nnc1-c1ccc(C(C)(C)C)cc1	-9
O=c1c2cnn(C3CCS(=O)(=O)C3)c2ncn1Cc1ccc(Cl)c(Cl)c1 (centres undefined)	-9
CN(c1ccccc1)c1nnc(C(C)(C)C)c(=O)[nH]1	-5
Cc1cnc(C(=O)Nc2cc(-c3ccc(F)cc3F)no2)cn1	-4
c1ccc(-n2cnnc2SCc2nnc(-c3ccco3)o2)cc1	-14
C/C=C/c1ccc(OC)cc1	-8
Cc1ccc(C(=O)NNC(=O)c2ccoc2C)s1	-2
N#Cc1c(N2CCCC2)nn2cc(C(=O)c3ccccc3O)cnc12	-2

Quoted from the listing (three entries):
SMILES	mcGAS MS inh
C=CCn1c(=O)c2c(nc3n2CC(C)CN3c2ccc(OCC)cc2)n(C)c1=O (centres undefined)	-6
Cc1ccnc(CC(C)N(C)C(=O)c2cnn(Cc3ccccc3)c2)c1 (centres undefined)	-16
CCN(CC)C(=O)CN(C)S(=O)(=O)c1ccc(OC)c(Br)c1	-4

Only part of the results is shown; rates above refer to the full screens.
